# High-throughput results from PubChem.
# mIDH1 inhibitor = human IDH1 R132H inhibition; O75874; IDH1-R132H enzyme, NADPH consumption, diaphorase/resazurin fluorescence; Potency, µM (series often up to 76.6 µM), for the others: at the top dose activity change, negative = inhibition, hits mostly inhibitors; hit rate 0.093% among 390,000; AID 602179; further: potency means the concentration at half of the fitted maximal effect; on the % scale 0 is the no-effect control and ±100 the full control effect; nearly all actives have a fitted effect of over 65% in size
# Target sequence (O75874 whole entry R132H, stated change not applied): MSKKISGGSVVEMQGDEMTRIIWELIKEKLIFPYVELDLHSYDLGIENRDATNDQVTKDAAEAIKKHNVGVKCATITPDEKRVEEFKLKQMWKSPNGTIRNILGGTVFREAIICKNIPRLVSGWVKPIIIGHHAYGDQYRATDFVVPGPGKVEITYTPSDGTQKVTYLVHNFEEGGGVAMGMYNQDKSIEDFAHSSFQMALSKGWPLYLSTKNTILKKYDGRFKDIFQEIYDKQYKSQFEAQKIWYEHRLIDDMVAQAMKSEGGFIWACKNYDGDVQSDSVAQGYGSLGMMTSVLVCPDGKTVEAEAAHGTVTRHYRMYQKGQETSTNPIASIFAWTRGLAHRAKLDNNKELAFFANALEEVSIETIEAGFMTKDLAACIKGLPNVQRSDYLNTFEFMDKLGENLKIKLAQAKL
#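 IDH1-R132H (0.5 ug/mL dispensed) in pH 7.5 Tris buffer was preincubated 30 min with compound, then given a substrate mix of 0.016 mM NADPH and 2 mM alpha-KG for 80 min at room temperature; remaining NADPH was read by diaphorase/resazurin fluorescence.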
# TRHR PAM = allosteric enhancers of human TRH receptor | TRHR cells, fluo-8 calcium fluorescence, EC20 TRH enhancement | enhancement, % at 2 µM | hit rate 0.66% among 360,000; in the data active means enhancement above about 30%; further: 0% is about no effect
# Target sequence (P34981 whole entry, looked up): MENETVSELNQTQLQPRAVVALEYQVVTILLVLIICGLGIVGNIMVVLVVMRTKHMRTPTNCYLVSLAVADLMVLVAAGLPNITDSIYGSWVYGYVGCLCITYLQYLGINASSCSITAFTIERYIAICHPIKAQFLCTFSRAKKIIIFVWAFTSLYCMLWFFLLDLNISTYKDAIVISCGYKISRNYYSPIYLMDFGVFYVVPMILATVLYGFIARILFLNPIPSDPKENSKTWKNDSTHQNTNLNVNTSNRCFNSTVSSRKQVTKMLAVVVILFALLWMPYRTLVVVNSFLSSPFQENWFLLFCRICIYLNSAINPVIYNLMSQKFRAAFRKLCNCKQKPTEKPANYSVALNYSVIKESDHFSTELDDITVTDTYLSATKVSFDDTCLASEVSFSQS
#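 TRHR-expressing cells loaded with fluo-8 calcium dye were read kinetically (ex 480/em 530) during compound addition, then stimulated with an EC20 of TRH (10 nM final). Enhancement of the Gq-mediated intracellular calcium response was scored.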
# USP1 inh = blocks the human USP1/UAF1 deubiquitinase complex | O94782 | recombinant USP1/UAF1, Ub-Rhodamine cleavage fluorescence | Potency, µM (titrated, usually from 57.1 µM), for inactives: at the highest dose activity change, negative = inhibition, actives largely listed as inhibitors | hit rate 0.23% among 390,000 | AID 743255; further: potency means the concentration at half of the fitted maximal effect; on the % scale 0 is the no-effect control and ±100 the full control effect; nearly all actives have a fitted effect of over 60% in size; inactives centre near -12
#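 In this screen, compounds sit with the deubiquitinase complex (1nM) for 15 min at room temperature before Ub-Rho is added at 150nM final. Fluorescence rise is then followed for 6 reads every 60 seconds.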
# TRHR ag = activates the human TRH receptor; TRHR cells, calcium flux fluo-8, FDSS agonist mode; activation, % at 2 µM; hit rate 0.18% among 360,000; AID 493084; in the data active means activation above about 30%; further: 0% is about no effect
#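 Steps: seed TRHR cells overnight; add fluo-8 no-wash Ca dye, RT 30 min–1.5 h; record 10 s baseline; pin-transfer compounds; monitor fluorescence 1 cycle/s for the agonist window. Calcium increases flag candidate agonists.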
# TrxR1 substrate = is turned over as a substrate by rat TrxR1; O89049; purified TrxR1 substrate turnover, NADPH consumption readout; Potency, µM (top dose mostly 114 µM), for the others: at the highest dose activity change, negative = substrate turnover; hit rate 0.01% among 390,000; further: potency means the concentration at half of the fitted maximal effect; on the % scale 0 is the no-effect control and ±100 the full control effect; nearly all actives have a fitted effect of over 50% in size
#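 Rat TrxR1, dispensed at 90 nM, was prereduced with 400 uM NADPH (final) for 5 min at ~22 deg C, then incubated with compound 15 min before 400 uM selenite. A first-read NADPH fluorescence drop versus no-compound background flagged substrates.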
# Pin1 inhibitor = blocks the human prolyl isomerase Pin1; Q13526; hit rate 0.009% among 390,000; AID 504891; Potency, µM (top dose mostly 115 µM), for the others: at the highest dose activity, negative = inhibition, hits mostly inhibitors; Pin1 FP peptide displacement, HiFluor488, 10 min; active means well fitted inhibition curve with a large enough effect in the polarisation, with a control signal flat, not every such curve was filed as active; inconclusive means small, poorly fitted or top-dose-only effect, or effect the other way, or a change in a side signal; inactive means no such curve, though single readings can be large or run the other way; the % refers to the polarisation; further: potency means the concentration at half of the fitted maximal effect; on the % scale 0 is the no-effect control and ±100 the full control effect
# Target sequence (Q13526 whole entry, looked up): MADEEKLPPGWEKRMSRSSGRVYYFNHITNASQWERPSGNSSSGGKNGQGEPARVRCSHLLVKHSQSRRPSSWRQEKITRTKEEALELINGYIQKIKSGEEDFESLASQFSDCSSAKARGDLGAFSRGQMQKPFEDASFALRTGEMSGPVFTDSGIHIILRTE
# TrxR1 inh = rat TrxR1 inhibition. Potency, µM (highest dose often 114 µM), for the others: top-dose activity change, negative = inhibition, usual class: inhibitors. recombinant rTrxR1, NADPH fluorescence consumption, selenite substrate. hit rate 1% among 390,000. AID 588453; further: potency means the concentration at half of the fitted maximal effect; on the % scale 0 is the no-effect control and ±100 the full control effect; nearly all actives have a fitted effect of over 65% in size
#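 Rat TrxR1 (90 nM in the dispensed reagent) was pre-reduced with 400 uM NADPH for 5 min at room temperature, then incubated with compound for 15 min. After 400 uM selenite was added, NADPH fluorescence (Ex 340/Em 450 nm) was followed for 8 min.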
# D2 ag = activates the human D2 dopamine receptor; HEK293 T-REx D2 cells, calcium flux agonist mode; hit rate 0.53% among 340,000; P14416; activation, % at 2 µM;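 active means activation over 3 SD above normal in the single-dose calcium agonist read, cut at about 30% in these data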; further: 0% is about no effect
#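 Agonism scored from kinetic calcium signal (1 read/sec, 180 s) following compound pin transfer, after a 10 s baseline. Cells: HEK293 Trex line expressing inducible D2 receptor coupled to calcium, dye-loaded after overnight culture at 30 C.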
# D2 antag = D2 dopamine receptor (human) antagonism. HEK293 TREx D2 cells, calcium flux, dopamine EC80. inhibition, % at 10 µM. hit rate 2% among 340,000; in the data active means inhibition above about 30%; further: 0% is about no effect
#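 Overnight-induced (tetracycline, 30 C) HEK293 T-REx cells carrying force-coupled D2 receive a no-wash calcium dye, then compound, then EC80 dopamine at 180 s; signals are read kinetically throughout.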
# The depositor's hits bear a star; ? = inconclusive; . = not tested or not shown; & = joins results of further samples; [ ] = dose if it differs, or a comment. Unless noted, the call rests on the fitted dose curve; in most records, active means well fitted inhibition curve with a large enough effect; inconclusive means small, poorly fitted or top-dose-only effect; inactive means no such curve, though single readings can be large or run the other way. Not all compounds are listed (hit frequency here may not be typical).
# A first look, 7 compounds:
SMILES,mIDH1 inhibitor,TRHR PAM,USP1 inh,TRHR ag,TrxR1 substrate,Pin1 inhibitor,TrxR1 inh,D2 ag,D2 antag
O=C(Nc1ccccc1F)C(Cc1ccccc1)n1cccc1 (stereo unspecified),0%,-2,-17%,0.8,1%,-2%,5%,0.1,.
CCN(CC)c1ccc(/C=N/NC(=O)c2cccc(S(=O)(=O)N3CCOCC3)c2)c(O)c1,-4%,-2,?,39*,1%[57.1 µM],?,-4%[57.1 µM],4.4,2
Cc1ccc(C(NC(N)=O)c2ccccc2)cc1 (stereo unspecified),2%,4,7%,-0.2,5%,-1%,4%,0.5,40*
Cc1c(CNCc2ccc(Cl)cc2)c(C(=O)O)c(C)n1Cc1ccc(F)cc1,-16%,-1,?,0.3,3%,-4%,7%,-0.2,.
COc1ccc(NC(=O)c2c(C)oc3c2CCCC3)cc1,7%,-2,-8%,-0.6,2%[57.1 µM],3%,11%,0.1,18
COc1ccc(NC(=O)c2nc[nH]c2C(=O)NCCCCCNC(=O)OC(C)(C)C)cc1,.,1,.,-0.3,.,.,.,0.2,5
Cc1cc(C)cc(NC(=O)CSCn2nnc3c(=O)[nH]c(Cc4ccc(F)cc4)nc32)c1,-12%,1,-18%,0.1,4%,13%,20%,-1.0,.

# The whole of this part (from the top)
SMILES,mIDH1 inhibitor,TRHR PAM,USP1 inh,TRHR ag,TrxR1 substrate,Pin1 inhibitor,TrxR1 inh,D2 ag,D2 antag
O=C(Nc1ccccc1F)C(Cc1ccccc1)n1cccc1 (stereo unspecified),0%,-2,-17%,0.8,1%,-2%,5%,0.1,.
CCN(CC)c1ccc(/C=N/NC(=O)c2cccc(S(=O)(=O)N3CCOCC3)c2)c(O)c1,-4%,-2,?,39*,1%[57.1 µM],?,-4%[57.1 µM],4.4,2
Cc1ccc(C(NC(N)=O)c2ccccc2)cc1 (stereo unspecified),2%,4,7%,-0.2,5%,-1%,4%,0.5,40*
Cc1c(CNCc2ccc(Cl)cc2)c(C(=O)O)c(C)n1Cc1ccc(F)cc1,-16%,-1,?,0.3,3%,-4%,7%,-0.2,.
COc1ccc(NC(=O)c2c(C)oc3c2CCCC3)cc1,7%,-2,-8%,-0.6,2%[57.1 µM],3%,11%,0.1,18
COc1ccc(NC(=O)c2nc[nH]c2C(=O)NCCCCCNC(=O)OC(C)(C)C)cc1,.,1,.,-0.3,.,.,.,0.2,5
Cc1cc(C)cc(NC(=O)CSCn2nnc3c(=O)[nH]c(Cc4ccc(F)cc4)nc32)c1,-12%,1,-18%,0.1,4%,13%,20%,-1.0,.
COc1ccc(-c2nc(N)ncc2-c2csc(C)n2)c(O)c1,8%,4,-25%,-0.2,-2%,-12%,14%,-0.3,-6
CC(C)NC(=O)COC(=O)CNC(=O)c1cc(Cl)cc([N+](=O)[O-])c1,0%,6,-23%,0.6,-5%,-1%,7%,1.0,2
O=C(c1cccc(OC2CCN(Cc3ccc(F)cc3)CC2)c1)N1CCCC1,-3%,5,?,0.1,5%[57.1 µM],-8%,13%[57.1 µM],0.2,-15
Cc1ccc2cc3c(nc2c1)OCC3,4%,1,-15%,-1.1,0%,0%,1%,-0.5,8
COc1ccc(C(=O)N(Cc2ccco2)Cc2ccc(C)o2)cc1,1%,-2,-11%,-0.9,34%[activator],-5%,16%,-1.0,.
CCC1CN(C(=O)N2CCC(C(=O)NCc3ccc(C)o3)CC2)c2ccccc2O1 (stereo unspecified),-4%&-16%,-4&-5,-9%&-8%,-0.5&0.0,-6%&-4%,1%&-9%,14%&20%,1.3&0.4,-8
O=c1[nH]cc(NCc2ccccc2)c(=O)[nH]1,-2%,.,-11%,.,-6%,7%,-14%,.,.
CCN(CC)C(=O)COc1ccc(-c2ccccc2)cc1,11%,-4,-5%,-0.3,1%,2%,-1%,-0.8,0
C=CCC(NCc1ccccc1)c1ccc(Cl)cc1 (stereo unspecified),7%,4,8%,0.5,-7%,-2%,-10%,-1.8,-29
CCOC(=O)Cc1nnc(NC(=O)COc2ccc(C)cc2)s1,6%,41*,-14%,0.9,9%[57.1 µM],29%,18%[57.1 µM],0.3,-4
C=CC[C@@H](CC(=O)N(CCO)Cc1ccccc1)C(=O)N[C@H](COC(=O)[C@@H](CC=C)Cc1ccc(F)cc1)Cc1c[nH]c2ccccc12,6%,.,-8%,.,-4%,3%,23%,.,.
CC(C)NC(=O)NC(=O)COC(=O)c1ccc(OC(F)(F)F)cc1,6%,4,-9%,-0.2,-5%,1%,7%,-0.1,8
C/C=C/c1ccc(OCCCCN2CCC(C)CC2)c(OC)c1,3%,5,-8%,0.0,8%[57.1 µM],3%,-66%,-0.2,46*
CC(OC(=O)c1cccs1)C(=O)NCc1ccc2c(c1)OCO2 (stereo unspecified),10%,12,-12%,0.1,-2%,-5%,5%,.,.
CCN(CC(=O)NCCCN1CCOCC1)S(=O)(=O)c1ccc(F)cc1,-6%,8,-3%,1.2,6%[57.1 µM],1%,13%[57.1 µM],1.1,4
CC1c2cccn2CCN1S(=O)(=O)c1ccc(F)cc1 (stereo unspecified),2%,9,-19%,0.4,7%,0%,0%,0.3,-8
Cc1ccc(NC(=O)Cn2c(-c3nonc3N)nc3ccccc32)cc1C,-1%,-5,-4%,2.6,-2%,?,15%,1.3,.
Cc1nn(C)cc1C(C)NCc1c(C(=O)N2CCCCCCC2)nc2ccc(Cl)cn12 (stereo unspecified),-4%,0,-1%,0.7,1%,-2%,13%,0.5,-9
O=C(CSc1nc2ccccc2[nH]1)N=Nc1c(O)[nH]c2ccccc12,5%,-3,2%,0.5,-16%,4%,-32%,-0.1,2
CCCC[C@@H](CN[C@H](C)CNC)NCC1CCC(C(C)(C)C)CC1 (stereo partly specified),-2%[38.3 µM],-2,-13%,3.0,-3%,-6%,12%,0.4,1
COC(=O)c1ccc(C(=O)OC)c(NC(=O)COC(=O)C2CCC(C(C)(C)C)CC2)c1 (stereo unspecified),4%,9,-11%,0.7,17%,-1%,37%[activator],0.4,-18
COc1cc(/C=N/Nc2nc3c(c(=O)n(C)c(=O)n3C)n2Cc2ccccc2)ccc1OC(=O)c1ccco1,1%,-6,-11%,0.1,47%[activator],7%,33%,-0.3,7
N#Cc1cc2cc3c(cc2nc1N1CCCCC1)OCCO3,7%,-7,-23%,0.1,21%,33%[activator],?,-0.1,-16
Fc1ccccc1NC(=S)N1CCN(c2ccccn2)CC1,2%,0,-20%,0.1,-3%,-1%,-13%,11,0
Cc1cccc(NC(=O)CSc2nc(C)c(Cc3ccccc3)c(=O)[nH]2)c1,-23%&-4%,-5&-10,-1%&-10%,-0.8&-0.8,-5%&-2%,5%&-3%,6%&1%,-0.7&-0.1,-15
Cn1c(SCC(=O)Nc2cc(Cl)cc(Cl)c2)nnc1-c1ccc2nonc2c1,2%,-4,-6%,0.8,9%,26%,-4%[57.1 µM],0.9,11
Cc1ccc(OC(=O)CCC(=O)OCCCC(F)(F)C(F)(F)F)cc1,2%,-6,-19%,0.9,-12%,?,3%,0.3,4
CCC(c1nnc(SCc2nc3ccccc3s2)n1Cc1ccccc1)N(C)C (stereo unspecified),-4%,-14,-21%,-0.3,6%,17%,-1%[57.1 µM],0.3,0
COc1cc(C)c(S(=O)(=O)NC2CC(C)(C)NC(C)(C)C2)cc1C,9%,6,-8%,-0.3,6%,0%,1%,0.7,-4
Cc1cnc(NC(=O)CCNC(=O)c2ccccc2Cl)s1,1%,7,-3%,-0.1,6%[57.1 µM],3%,10%[57.1 µM],0.2,-1
CCCC(=O)c1c(NC)cc(C)oc1=O,5%,-7,-4%,-0.6,-12%,-3%,?,-1.0,-5
CCc1ccc(N2CC(C(=O)Nc3nnc(CC)s3)CC2=O)cc1 (stereo unspecified),3%,8,0%,0.4,-6%[11.4 µM],1%,-43%[57.1 µM],-0.7,-4
COc1ccnc(-n2cccc2/C=N/O)c1C#N,3%,-1,-9%,-0.2,9%[11.4 µM],-1%,14%[11.4 µM],.,.
CN(CCOc1ccc(Cl)cc1)CC(=O)Nc1ccc(OC(F)(F)F)cc1,10%,-11,-9%,1.1,-13%,-1%,13%,0.5,-7
Cc1cc(N)c(-n2cc3c(=O)n(C)c(=O)n(C)c3c2)cc1C,6%,3,0%,0.2,13%,1%,4%[57.1 µM],0.3,14
COc1ccc(-n2nnc3c(=O)n(Cc4cccc(C)c4)cnc32)cc1,4%,8,-10%,0.2,3%[57.1 µM],7%,5%[57.1 µM],2.1,8
CC(C)c1cc(C(=O)Nc2sc3c(c2C#N)CCC3)no1,9%,-4,-13%,0.2,8%,4%,15%,0.2,5
CCN(CC)S(=O)(=O)c1cccc(-c2nnc(SCc3nnc(-c4cccs4)o3)n2N)c1,0%,11,-7%,-1.2,8%[57.1 µM],-8%,-12%[57.1 µM],0.8,-15
O=c1[nH]c(C2CCN(S(=O)(=O)c3ccccc3C(F)(F)F)CC2)nc2c1nnn2Cc1cccc(F)c1,-1%,14,-10%,-0.8,4%[0.457 µM],22%,11%,0.4,43*
Cc1c(C(=O)NNc2c(Cl)cccc2Cl)n(C)oc1=O,4%,-3,-11%,1.2,3%,-1%,31%,0.0,-23
CCOc1ccc(-c2nnc(SCC(=O)NCc3ccccc3Cl)o2)cc1,-6%,0,-13%,0.6,-7%,9%,?,-0.6,.
